Scp1 inh = Scp-1 (human) phosphatase inhibition; Q9GZU7; Recombinant Scp1, phosphopeptide, malachite green phosphate absorbance; inhibition, % at 20 µM; 340,000 tested, 0.88% active;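 active = inhibition above about 50% at 20 µM, limit read from the data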;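 note: plate controls were DMSO wells with enzyme for no effect and wells lacking enzyme for full effect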
Target sequence (Q9GZU7 76-261 limits assumed): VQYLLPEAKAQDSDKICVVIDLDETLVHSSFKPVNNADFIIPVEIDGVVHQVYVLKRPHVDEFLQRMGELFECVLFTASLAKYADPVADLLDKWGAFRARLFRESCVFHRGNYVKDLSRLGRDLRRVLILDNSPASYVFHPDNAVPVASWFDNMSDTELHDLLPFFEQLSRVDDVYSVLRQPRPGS
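Test system: SCP-1 phosphatase catalytic domain, residues 76-261 | Compound dosing: One concentration, 20 µM, with 1.0% DMSO | Schedule: 45 min room-temperature reaction, 5 min colour, 30 min stabiliser | Detection: Absorbance at 630 nm | Read-out basis: % inhibition of SCP-1 phosphate liberation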
SUMO1-SIM PPI = modulators of human SUMO1-mediated protein-protein interactions; P63165; SUMO1 binding to a labelled peptide, TR-FRET, 1 h; inhibition, % at 20 µM; 360,000 tested, 0.33% active; AID 602429; in the data active = inhibition above about 37%
Target sequence (P63165 whole entry, looked up): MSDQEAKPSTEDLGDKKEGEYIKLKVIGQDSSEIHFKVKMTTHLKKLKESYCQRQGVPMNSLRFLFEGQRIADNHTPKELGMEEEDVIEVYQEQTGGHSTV
STEP inh = inhibitors of human striatal-enriched phosphatase STEP; P54829; AID 588621; 360,000 tested, 0.25% active; inhibition, % at 20 µM; recombinant STEP, OMFP fluorogenic substrate, fluorescence;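 active = inhibition at 20 µM, scaled per plate between control wells, above about 37%, limit read from the data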;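 note: 0% = DMSO with enzyme and substrate and 100% = substrate only without enzyme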
Target sequence (P54829 whole entry, looked up): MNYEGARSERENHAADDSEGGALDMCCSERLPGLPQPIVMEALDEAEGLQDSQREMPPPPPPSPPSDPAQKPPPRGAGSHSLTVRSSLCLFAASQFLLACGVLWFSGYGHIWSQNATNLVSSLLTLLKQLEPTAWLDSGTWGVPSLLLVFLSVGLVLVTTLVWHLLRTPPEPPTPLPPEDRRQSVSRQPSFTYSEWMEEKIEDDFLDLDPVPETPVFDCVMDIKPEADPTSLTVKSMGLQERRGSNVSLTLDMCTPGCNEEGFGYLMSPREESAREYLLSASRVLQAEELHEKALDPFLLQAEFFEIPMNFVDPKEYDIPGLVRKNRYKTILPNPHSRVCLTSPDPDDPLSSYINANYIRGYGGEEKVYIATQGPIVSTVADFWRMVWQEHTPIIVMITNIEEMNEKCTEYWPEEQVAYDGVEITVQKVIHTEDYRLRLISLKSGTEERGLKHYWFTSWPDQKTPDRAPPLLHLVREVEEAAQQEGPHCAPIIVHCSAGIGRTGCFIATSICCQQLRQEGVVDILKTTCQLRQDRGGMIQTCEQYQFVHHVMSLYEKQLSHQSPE
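material = STEP tyrosine phosphatase | reagent = fluorogenic phosphatase substrate OMFP at 25 µM final | doses = single compound dose of 20 µM, 1% DMSO final | schedule = 20 min reaction, room temperature, in the dark | measured by = fluorescence, 480/540 nm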
eLon inh = inhibitors of E. coli Lon protease; P0A9M0; purified E. coli Lon protease, fluorescence polarization; inhibition, % at 7.94 µM; 360,000 tested, 0.42% active; AID 602123; in the data active = inhibition above about 13%, passing the limit was not always enough;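 note: 0% = enzyme with probe and DMSO and 100% = no enzyme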
DNMT1 block = inhibitors of human DNMT1. P26358. DNMT1 molecular beacon, Hinp1I cleavage, fluorescence. inhibition (reported as % activation of signal), % at 10 µM. AID 588458. 360,000 tested, 0.83% active; in the data active = inhibition above about 50%
LMPTP block = blocks human LMPTP phosphatase. P24666. 360,000 tested, 0.22% active. recombinant LMPTP-A, OMFP fluorogenic substrate, fluorescence intensity. inhibition, % at 20 µM;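 active = compounds that cut the enzyme signal by at least half of the control window in the single-dose screen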;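 note: plate controls were DMSO wells with enzyme plus substrate for no effect and substrate without enzyme for full effect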
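Test system: LMPTP-A phosphatase enzyme. Amount: LMPTP-A at 0.625 nM final in the reaction. Reagent: OMFP substrate, 400 µM final. Times: 50 min at room temperature. Signal: endpoint fluorescence intensity from OMFP dephosphorylation. Read-out basis: % inhibition. Benchmarks: no-enzyme and uninhibited controls.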
NRP1-CendR mod = alters CendR peptide binding to human NRP-1 | 360,000 tested, 0.85% active | O14786 | FAM-RPARPAR peptide binding to NRP-1, fluorescence polarization | inhibition, % at 25 µM;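 active = inhibition or corrected inhibition above about 18%, plus a signal ratio from 0.5 to 1.5, limit read from the data, passing the limit was not always enough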; note: strong numbers were not always called active
MsrA act = bovine methionine sulfoxide reductase A activation | purified bovine MsrA, absorbance read-out | activation, % at 10.6 µM | 360,000 tested, 0.3% active; in the data active = activation above about 7.5%;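 note: 0% = vehicle and 100% = reference activator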
MsrA inh = inhibits bovine methionine sulfoxide reductase A; purified bovine MsrA, absorbance read-out; inhibition, % at 15.5 µM; 360,000 tested, 0.75% active; AID 651718; in the data active = inhibition above about 4.5%;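 note: 0% = vehicle wells with enzyme and 100% = reference inhibitor wells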
TbMetRS inhib = Trypanosoma brucei MetRS inhibition; purified T. brucei MetRS, ATP depletion, Kinase-Glo luminescence; inhibition, % at 11.9 µM; 360,000 tested, 0.4% active; AID 624268;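 active = inhibition above a per-plate cutoff of the control wells' mean inhibition plus 3 SD, cut at about 5.5% in these data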;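 note: 0% = DMSO wells median and 100% = median of wells with control inhibitor compound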
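assay system = parasite MetRS enzyme | timing = 15 min preincubation, 2 h reaction, all 25 °C | evaluation = percent inhibition relative to median high and low control wells | medium = HEPES buffer containing pyrophosphatase, BSA, spermine, DTT | compound = single dose, 11.9 µM final nominal, 0.9% final DMSO | detection = Kinase-Glo luminescence, ATP depletion format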
Starred values were filed as active, the others as inactive; x = no result given. Hits appear at their usual frequency, and some 4.3% of all compounds hit somewhere here.

#	structure	Scp1 inh	SUMO1-SIM PPI	STEP inh	eLon inh	DNMT1 block	LMPTP block	NRP1-CendR mod	MsrA act	MsrA inh	TbMetRS inhib
1	COc1cccc(NC(=O)CSc2nnc(-c3ccoc3C)n2C)c1	-3	4	-1	-6	-2	0.7	5	-3	0.3	-0.6
2	CCN(CC)CCCOc1ccc(C)cc1Br	-4	-2	-1	-7	4	-1.1	13	1	-0.6	-0.1
3	Cc1ccc(NC(=O)OCc2ccccc2S(C)=O)cc1 (centres undefined)	-3	-4	-2	1	-1	0.2	-4	-4	1.6	-0.4
4	CC1(C(=O)NS(=O)(=O)C2CC2)CCN(C(=O)c2cc3ccccc3s2)C1 (centres undefined)	x	2	-1	-2	1	-1.3	-4	-7	0.6	-0.5
5	O=C(Nc1cccc(S(=O)(=O)NC2=NCCC2)c1)C1CCCCC1	-4	-4	2	8	0	0.7	3	-2	-0.7	0.5
6	Cc1cccc(C)c1-n1c(C)cc(/C=C2\C(=O)NN(c3ccccc3)C2=O)c1C	29	-14	-5	-9	0	1.9	10	-15	1.7	-1.5
7	NC(=S)Nc1cccc(-c2n[nH]c(=S)o2)c1	3	1	1	2	-2	0.6	-3	1	-0.8	14*
8	Cn1c(NCc2ccccc2F)nc2cc(-c3cccc(Cl)c3)sc2c1=O	x	-3	-1	-1	12	1.6	-12	-3	-0.6	-0.3
9	N#CCSCC(=O)Nc1ccc(F)cc1	-5	1	-5	-6	1	-0.1	0	-3	-0.4	-0.6
10	S=C(NCCC1=CCCCC1)Nc1ccccc1	-15	-1	-2	-2	-1	0.2	2	2	-0.1	0.0
11	CC(C)C[C@H](NC(=O)N1CC(=O)Nc2ccccc21)C(=O)N[C@H](Cc1c[nH]c2ccccc12)C(=O)O	18	-1	1	-11	9	-1.6	1	-5	1.6	-0.9
12	O=C(Nc1nnc([C@@H]2C[C@H](O)[C@@H](CO)O2)s1)Nc1ccc(F)cc1F	x	0	-3	-9	1	-2.0	7	-1	1.9	0.7
13	COc1ccc(CCNC(=O)CSc2nnc(Cc3cccn3C)n2C)cc1OC	-4	8	0	8	-5	-1.9	-2	0	0.2	-0.7
14	COCCNC(=O)c1ccc(CN2CCOCC2)cc1	-6	-1	-1	-7	1	-1.3	10	-7	1.0	0.8
15	O=c1[nH]c(CSc2nc3ccccc3s2)nc2ccccc12	-8	0	-1	2	-1	0.5	6	1	0.6	0.4
16	Oc1ccc(C[C@H]2CNC(=S)N2C[C@H]2CCCN2C[C@H](Cc2ccccc2)N2C[C@H](Cc3ccccc3)N(CC3CCCCC3)C2=S)cc1	x	22	x	-5	x	5.6	1	-3	0.1	-0.5
17	CC1(C)C([N+](=O)[O-])C(c2ccccc2O)NC(c2ccccc2O)C1[N+](=O)[O-] (centres undefined)	-2	4	-1	1	0	1.7	-1	3	0.6	0.5
18	Cc1cc(C)n2nc(C(=O)OCC(=O)N(C)CC(=O)Nc3ccc(F)cc3)nc2n1	-6	2	-2	-5	2	-0.4	-12	-2	0.4	-0.3
19	Cc1ccc([C@H]2C[C@H](n3cc(-c4ccc(F)cc4)nn3)[C@@H](O)CN2CC2CCCCC2)cc1	x	-3	4	-3	-1	2.6	-3	-2	0.4	-0.2
20	CN=C(C)/C(C(=O)OC)=C(/O)c1ccc(Cl)cc1Cl	-7	0	-1	-2	2	-1.3	-2	-3	0.2	-0.7
21	N#C/C(=C/c1ccc(CNC(=O)C(=O)Nc2cc(Cl)cc(Cl)c2)o1)C(=O)NCc1cccnc1	-2	2	2	-12	14	-1.0	-14	-2	-0.6	0.8
22	COc1cc(CO)ccc1Oc1nnnn1-c1ccc(C(N)=O)cc1	-4	2	10	-4	-5	-1.4	-16	-3	0.4	0.5
23	CCc1noc(C)c1C(=O)Nc1nc(-c2ccc(OC)c(OC)c2)cs1	-6	-1	-1	-2	-7	1.4	-7	-3	0.6	-0.4
24	COc1cc(C(=O)O/N=C2/C=C(C)C(=O)C=C2C)cc(OC)c1OC	-13	-25	-1	3	4	-0.3	2	-1	-0.2	2.2
25	Cc1cc(NC(=O)c2cnn3cccnc23)nn1CC(=O)Nc1cccnc1	0	1	-2	-5	-2	-0.1	11	-1	0.3	-0.6
26	COc1ccc(OC)c(S(=O)(=O)N2CCN(c3ccccc3OC)CC2)c1	11	2	0	1	1	0.7	0	0	0.4	0.0
27	Cc1cc2c(OCC(O)CNCc3ccco3)cccc2[nH]1 (centres undefined)	1	3	0	-3	-9	3.4	5	-13	-1.7	-2.2
28	C[C@H](CO)N1C[C@H](C)[C@H](CN(C)Cc2ccncc2)Oc2ccc(NC(=O)Nc3ccc(C(F)(F)F)cc3)cc2CC1=O	-14	4	0	-8	-20	1.5	4	-4	1.2	-0.6
29	COc1ccc(-c2cc(C(=O)N(C)CCc3ccc(OC)c(OC)c3)c3ccccc3n2)cc1	7	-4	-2	-7	-2	-0.9	4	-12	2.0	-1.1
30	C[C@@H]1CN([C@H](C)CO)C(=O)CCCn2nncc2CO[C@@H]1CN(C)C(=O)Nc1ccc(N2CCCCC2)cc1	x	2	2	-5	1	-2.1	-28	0	-0.6	0.2
31	COc1ccc(/C=C2/SC(=S)N(CCCC(=O)Nc3ccc(O)cc3)C2=O)cc1OC	1	-11	-2	-50	-13	0.1	-32	-6	0.2	-0.4
32	COc1ccc(NC(=O)CN(C)C(=O)C2(c3ccccc3)CCCC2)cc1	-7	1	-1	12	0	0.0	19	-2	-0.4	-0.3
33	CCC(CC)C(=O)Nc1cccc(C(=O)Nc2nnc(C)s2)c1	-1	0	-3	-9	4	-1.1	0	-15	0.7	-1.2
34	O=S(=O)(c1cccc2nonc12)N1CCCCC1	-2	-22	-2	-10	3	-0.8	4	-5	0.7	-0.6
35	O=[N+]([O-])c1cc([N+](=O)[O-])c(Oc2cccc3ccccc23)cc1NN1CCCCC1	-6	-10	1	9	2	3.1	-2	-10	0.8	-0.2
36	Cc1cc(C)cc(NC(=O)c2oc3ccccc3c2COc2ccccc2)c1	33	-1	-4	-7	6	3.5	2	-14	2.2	-1.6
37	COc1ccc(NC(=O)c2c(C)cc(=O)oc2C)c(OC)c1	-13	2	3	-7	2	-0.9	15	4	0.6	0.2
38	CCn1c(SCC(=O)N(C)c2c(N)n(Cc3ccccc3)c(=O)[nH]c2=O)nc2ccccc21	-2	-3	-1	-11	2	0.2	-2	0	0.6	-0.1
39	CCCN(CCO)Cc1ccc(Br)cc1	-9	3	-1	-5	-1	0.0	17	-1	0.5	-0.7
40	CC1(C)Cc2c(sc(NC(=O)Nc3ccccc3)c2C(N)=O)CO1	-9	5	-2	-13	-2	0.5	-8	-2	1.7	-0.5
41	CCOC(=O)N1CCC(N2CCN(S(=O)(=O)c3ccc(OC)cc3)CC2)CC1	-14	-2	-4	-6	0	-2.8	4	-2	1.1	-0.6
42	CCC(=O)Nc1cccc(C2=NN(c3ccccc3)C(c3ccc(OC)cc3)C2)c1 (centres undefined)	12	-6	9	-3	-6	3.3	4	-1	1.8	-0.1
43	CCOC(=O)CN1C(=O)C(CC)Oc2ccccc21 (centres undefined)	-9	-4	-4	-6	-5	-1.9	6	-2	0.8	-1.2
44	COc1ccc(C2=C(C=O)Cc3ccccc3O2)cc1	-21	-2	2	3	3	1.2	11	-2	0.0	-0.4
45	CC(=O)c1ccc(NC(=O)COC(=O)CCN2C(=O)c3cccc([N+](=O)[O-])c3C2=O)cc1	-4	-13	-1	2	1	0.1	2	-4	-0.8	-0.3
46	CC1(C)CC(=O)C2=C(C1)OC(N)=C(C#N)C2c1ccoc1 (centres undefined)	8	1	0	-7	-3	1.4	0	-2	-0.5	0.0
47	C=CCNc1cnn(-c2ccc(C)cc2)c(=O)c1Cl	-7	-4	3	6	2	-0.5	-2	-2	1.2	-1.2
48	O=C(NCCCN1CCCC1=O)Nc1ccc(Br)cc1Cl	-2	-4	-1	-4	0	0.3	9	-4	0.8	-0.3

Quoted at random: six records from the list.
#	structure	Scp1 inh	SUMO1-SIM PPI	STEP inh	eLon inh	DNMT1 block	LMPTP block	NRP1-CendR mod	MsrA act	MsrA inh	TbMetRS inhib
47	C=CCNc1cnn(-c2ccc(C)cc2)c(=O)c1Cl	-7	-4	3	6	2	-0.5	-2	-2	1.2	-1.2
38	CCn1c(SCC(=O)N(C)c2c(N)n(Cc3ccccc3)c(=O)[nH]c2=O)nc2ccccc21	-2	-3	-1	-11	2	0.2	-2	0	0.6	-0.1
37	COc1ccc(NC(=O)c2c(C)cc(=O)oc2C)c(OC)c1	-13	2	3	-7	2	-0.9	15	4	0.6	0.2
41	CCOC(=O)N1CCC(N2CCN(S(=O)(=O)c3ccc(OC)cc3)CC2)CC1	-14	-2	-4	-6	0	-2.8	4	-2	1.1	-0.6
46	CC1(C)CC(=O)C2=C(C1)OC(N)=C(C#N)C2c1ccoc1 (centres undefined)	8	1	0	-7	-3	1.4	0	-2	-0.5	0.0
44	COc1ccc(C2=C(C=O)Cc3ccccc3O2)cc1	-21	-2	2	3	3	1.2	11	-2	0.0	-0.4

Further compounds follow:
#	structure	Scp1 inh	SUMO1-SIM PPI	STEP inh	eLon inh	DNMT1 block	LMPTP block	NRP1-CendR mod	MsrA act	MsrA inh	TbMetRS inhib
49	COC(=O)c1cccc(NC(=O)NC(=O)c2ccc(Cl)cc2)c1	-7	-1	2	-2	24	-0.4	19	-3	-1.1	0.3
50	CCn1c(=S)[nH]c2sc3c(c2c1=O)CCCCC3	-6	12	-3	1	-2	-0.8	3	1	1.9	-0.3
51	COC(=O)c1ccc(C2NCCc3cc(OC)c(OC)cc32)cc1 (centres undefined)	4	0	-2	0	0	-1.5	4	-5	-0.8	-1.1
52	Cc1cccc(C(C)C)c1NC(=O)COC(=O)CCN1C(=O)C2CC=CCC2C1=O (centres undefined)	2	-1	-4	10	4	1.0	23	-1	-0.9	-0.4
